# miR-122 sensor: inhibitors of miR-122 in Huh7 cells; AID 602342; 0.3% of 340,000 active; Huh7 miR-122 Renilla luciferase sensor, 48 h; neutral wells = 0, positive control = 100; activation (reporter increase), % at 12.5 µM;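 active = mean replicate activation score at least 90 and every replicate individually at or above 90; inconclusive = only one of the two criteria met; inactive = neither criterion met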;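 note: higher luciferase means less miR-122 activity so hits act as miR-122 inhibitors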
# PGC1a acetyl inh: modulators of PGC1a acetylation. 0.17% of 350,000 active. AID 651687. inhibition, % at 15.6 µM. U2OS PGC1a acetylation, AlphaScreen anti-acetyl-lysine; with virally co-expressed GCN5 acetyltransferase;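 active = every replicate shows inhibition of at least 40%; inconclusive = mean inhibition at least 40% but some replicate below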;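 note: 0% = neutral control wells and 100% = positive control wells; some results beyond the cut were filed as inactive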
# * = called active by the depositor; ? = inconclusive; [ ] = another dose, or the depositor's remark.
# Below each SMILES: miR-122 sensor	PGC1a acetyl inh
C=CCOc1nc2c(c(=O)n(Cc3ccc(Cl)c(Cl)c3)c(=O)n2C)n1C
    2	15
CCC(C)NC(=O)Cn1nc([N+](=O)[O-])c(Cl)c1C (stereo not drawn)
    -9	-6
Cc1ccc(C(=O)NCC2CCCO2)o1 (stereo not drawn)
    -5	4
COc1ccc(OC)c(-c2cc(C(=O)NCCCn3ccnc3)no2)c1
    0	-1
C/C(=N\NC(=O)C1COc2ccccc2O1)c1ccc(C)o1 (stereo not drawn)
    -2	1
CCOc1ccc(C2C(C#N)=C(N)N(c3sc4c(c3C#N)CCCC4)C3=C2C(=O)CCC3)cc1 (stereo not drawn)
    1	-6
CC(=O)NC(C)C(c1cccs1)N1CCN(c2ccccc2)CC1 (stereo not drawn)
    -7	1
Cc1ccc(Cn2nnc3c(=O)[nH]c(C4CCN(S(=O)(=O)c5ccc(F)cc5)CC4)nc32)cc1
    -7	28
CCOC(=O)C1=C(C)N=C2SCCC(=O)N2C1c1cc(Br)ccc1OC (stereo not drawn)
    1	4
COc1ccc(C2=Nc3cc(C)ccc3OC2)cc1
    2	-4
CN1CCN(CC(O)COc2ccc(Cl)cc2)CC1 (stereo not drawn)
    -4	-18
COC(=O)C(C(=O)Nc1ccccc1C)C1CCCC1 (stereo not drawn)
    2	5
CC(=O)Nc1ccc(-c2nnc(SCC(=O)NCc3ccco3)n2C)cc1
    1	2
O=C(NC1CCCCCC1)c1nc2ncccn2n1
    1	-6
c1ccc2c(c1)Cn1nc(Cc3nc4c(s3)CCCC4)nc1-2
    0	-6
CCCc1nc2c(=O)n(C)c(=O)[nH]c2n1C
    -4	0
COCCn1c(COc2cccc(OC)c2)nnc1SCC(=O)N1CCOCC1
    0	-5
O=C(CSc1nc(O)c(Cc2ccccc2)c(=O)[nH]1)Nc1ccccc1
    -5	-6
CCN(c1ccccc1)S(=O)(=O)c1ccc(NC(=S)NC(=O)c2ccc(Br)o2)cc1
    8	3
N#Cc1c(SCC(=O)O)nc(-c2ccccc2)c2c1CCCC2
    1	7
Cc1nn(C)c(C)c1NC(=O)CCCSc1nc(-c2ccco2)cc(C(F)(F)F)n1
    -5	1
Cn1nnnc1SCC(=O)Nc1ccccn1
    2	13
COc1cccc(C(C)N(C)Cc2nc(-c3ccoc3)oc2C)c1 (stereo not drawn)
    -4	-12
CCOC(=O)c1c(=O)n(O)c2ccc(OC)cc2[n+]1[O-]
    -2	1
O=C(c1ccco1)N1CCN(S(=O)(=O)c2ccc3c(c2)OCCO3)CC1
    -3	5
Fc1ccc(-c2nnc(NC3=NCCCCC3)o2)cc1
    -11	18
CC(Oc1ccccc1Cl)C(=O)N(Cc1ccco1)C1CCS(=O)(=O)C1 (stereo not drawn)
    3	-4
Cc1ccc(-c2[nH]c3ccccc3c2C(C[N+](=O)[O-])c2ccco2)cc1 (stereo not drawn)
    -6	-3
COc1ccc(Cc2nc3ccc(S(=O)(=O)N4CCOCC4)cc3[nH]2)cc1
    -4	-2
COc1ccc(OC)c(NC(=O)Cn2c(=O)n(CC(=O)NCc3ccco3)c(=O)c3ccccc32)c1
    0	0
CCCCc1nnc(NC(=O)C(C)Sc2nc(C)cc(=O)[nH]2)s1 (stereo not drawn)
    -7	2
c1cnc(N2CCSCC2)nc1
    -1	8
COc1ccc(-n2cnnc2SCC(=O)Nc2ccc(N3CCOCC3)cc2)cc1
    -7	3
COC(=O)c1cc2c(cc1NC(=O)CSCCc1ccccn1)OCO2
    -1	-6
CCOC(=O)c1ccc(NC(=O)CC2Sc3ncnn3C2=O)cc1 (stereo not drawn)
    -9	-3
O=C(NCc1cccnc1)/C(=C/c1ccc(-c2cccc(Cl)c2)o1)S(=O)(=O)c1ccccc1
    0	-2
N#Cc1c(N)nc(SCC(=O)C23CC4CC(CC(C4)C2)C3)c(C#N)c1-c1ccc(Cl)cc1
    4	-13
O=C(c1ccccn1)N(Cc1ccco1)C1(C(=O)NC2CCCC2)CCCCC1
    3	-3
Nc1c(N=Nc2ccccc2F)c(=O)[nH]n1-c1ccccc1
    3	-4
CCNC(=O)c1sc(=S)n(CC)c1N
    -8	-6
O=C(CN1CCOCC1)N1CCc2ccccc2C(c2ccccc2)C1 (stereo not drawn)
    9	-4
CCn1c(SCC(N)=O)nc2sc3c(c2c1=O)CCCC3
    -2	6
CCN(CC)S(=O)(=O)c1ccc(S(=O)(=O)N(CC(=O)Nc2ccccc2)CC2CCCO2)cc1 (stereo not drawn)
    0	-4
Cc1coc(C)c1C(=O)CC1(O)C(=O)Nc2cc(Cl)cc(Cl)c21 (stereo not drawn)
    5	8
O=C(c1noc2c1CCc1ccccc1-2)N1CCCc2ccccc21
    10	14

# 4 entries picked at random from those above, as already listed:
# Below each SMILES: miR-122 sensor	PGC1a acetyl inh
N#Cc1c(N)nc(SCC(=O)C23CC4CC(CC(C4)C2)C3)c(C#N)c1-c1ccc(Cl)cc1
    4	-13
CCOC(=O)c1ccc(NC(=O)CC2Sc3ncnn3C2=O)cc1 (stereo not drawn)
    -9	-3
CCn1c(SCC(N)=O)nc2sc3c(c2c1=O)CCCC3
    -2	6
CCNC(=O)c1sc(=S)n(CC)c1N
    -8	-6

# (more compounds)
# Below each SMILES: miR-122 sensor	PGC1a acetyl inh
O=C(CSc1ncn[nH]1)Nc1c(F)cc(F)cc1Br
    -16	24
COc1ccc(-c2nnn(Cc3ccccc3F)n2)cc1
    10	-4
CC(=O)N(C)c1nnc(-c2cnccn2)s1
    -4	-7
CCCCN(CCCC)C1=Nc2ccccc2N/C1=C(/C#N)C(=O)OCC
    5	26
CCOc1ccc(NC(=O)C2CC(C)=C(C)CC2C(=O)O)cc1 (stereo not drawn)
    -5	-8
O=C(CCc1ccc(S(=O)(=O)N2CCOCC2)cc1)Nc1nc(COc2ccccc2)cs1
    -4	6
Cc1cc(/C=N/Nc2ccc([N+](=O)[O-])cn2)c(C)n1-c1ccccc1
    -8	-2
CC(C)OC(=O)CSc1nnc(Cc2ccccc2)n1Cc1ccco1
    3	3
CCc1nc(N2CCCCC2)c2oc3ccccc3c2n1
    14	-15
C[n+]1cccc(CNC(=O)/C=N/O)c1
    0	?
Cc1ccc(C)c(S(=O)(=O)NCc2ccc(C(=O)N3CCC(Cc4ccccc4)CC3)cc2)c1
    -6	11
CCCCC(=O)NC(=S)Nc1ccccc1C(=O)Nc1ccccc1
    3	13
Cc1ccc(Cn2cccc(NC(=O)NC3CCCCC3)c2=O)cc1
    6	2
COc1ccc(NC(=O)/C(Cl)=C(/Cl)S(=O)Cc2ccccc2)cn1 (stereo not drawn)
    -22	71*
COC(=O)C1CCN(c2nc3ccccc3nc2C(C#N)C(=O)NCCc2ccccc2)CC1 (stereo not drawn)
    0	5
COCc1nnc(NC(=O)CC(c2ccccc2)c2ccccc2)s1
    -2	-1
CS(=O)(=O)N1CCN(c2ccccc2NC(=O)c2cccnc2)CC1
    -5	-6
COc1ccc2oc(=O)c(C(=O)O)cc2c1
    -1	5
OCCCCCN=c1cc(-c2ccccc2)oc2ccc(Cl)cc12
    14	8
CCCCNCCCOc1cc(Cl)ccc1Cl
    2	4
C=CCn1c(SC(C)CC)nc(O)cc1=O (stereo not drawn)
    0	-4
CC(C)(C)c1ccc(CN(Cc2ccco2)Cc2nnnn2C2CCCC2)cc1
    10	-20
Cc1c(N2C(=O)CS/C2=N\N=C\c2ccc(Br)cc2)c(=O)n(-c2ccccc2)n1C
    3	5
Cn1c(CCN2CCCCCC2)nc2cc(NC(=O)Nc3ccccc3)ccc21
    -4	4
CCn1ncc(Br)c1C(=O)N(C)C12CC3CC(CC(C3)C1)C2
    -1	-26
CCC(CC)C(=O)NCCc1cc2ccc(OC)cc2[nH]c1=O
    -3	10
Fc1ccc(-c2cc(C(F)(F)F)nc(-n3cncn3)n2)cc1
    8	10
CCc1nc2c3cnn(-c4cc(Cl)ccc4C)c3ncn2n1
    7	1
Cc1ccc(OCCCn2ccnc2)cc1C
    -11	1
Cc1sc(NC(=O)C2CCCCC2C(=O)O)c(C(N)=O)c1-c1ccc(C(C)(C)C)cc1 (stereo not drawn)
    1	3
C=CCNc1nc(N2CCCC2)nc2ccccc12
    -10	-12
COc1ccc(N(CC(=O)O)S(=O)(=O)c2cccnc2)cc1
    -1	2
Cc1ccc(N2CCCCn3c2nc2c3c(=O)n(CC(=O)O)c(=O)n2C)cc1
    -2	8
CN(Cc1ccccc1)S(=O)(=O)c1ccc(Cl)nc1
    -7	-6
Cn1c(Sc2ccccc2Cl)c(C=O)c2ccccc21
    1	7
CCC1(CC)C(=O)N(C)C(=O)NC1=Nc1ccc(OC)cc1
    -7	-14
CCC(C)(C)n1nnnc1C(c1ccccc1F)N1CCC(C(N)=O)CC1 (stereo not drawn)
    3	-26
O=C(NCc1ccc2c(c1)OCO2)c1ccc(=O)[nH]c1
    -6	-5
Cc1cc(C)nc(SCc2nnc(SCC(=O)Nc3c(C)cccc3C)o2)n1
    -6	4
Brc1ccc(/C=N/N2CCN(C3c4ccccc4-c4ccccc43)CC2)s1
    7	-3
Cc1ccccc1OCC(=O)O/N=C(\N)Cc1ccc(Cl)cc1
    -1	-9
CC(C)(C)OC(=O)NCC(=O)NCC(=O)OCc1ccccc1
    -3	1
Cc1ccc(NC(=O)Cn2nc(C)c3ccccc3c2=O)cc1
    -3	4
CCC(C)NC(=O)COc1ccc(S(=O)(=O)N2CCOCC2)cc1 (stereo not drawn)
    1	2
Cc1ccc(Cn2ccc(NC(=O)c3noc4c3CCc3ccccc3-4)n2)cc1
    -4	1
CCCN(C)C[C@@H]1Oc2ncc(-c3ccccc3)cc2C(=O)N([C@@H](C)CO)C[C@@H]1C
    -3[16.7 µM]	-2
CN1C(=O)CC(N2CCN(C(=O)c3ccccc3)CC2)C1=O (stereo not drawn)
    -6	-4
CN1c2ccccc2C(C)(C)C12C=Nc1c(ccc3ccccc13)O2 (stereo not drawn)
    4	-25
CCn1c(SCC(=O)NC(C)(C)C)nnc1-c1ccccn1
    -6	6
COc1cccc2c1C(=N)c1c(O)c3c(c(O)c1C2=O)CC(O)(C(C)=O)CC3OC1CC(N)C(O)C(C)O1 (stereo not drawn)
    25	2
COC(=O)Cn1ncn2cccc2c1=O
    0	45
O=C(Nc1ccc(Cl)cn1)c1ccc(-c2ccc(Cl)c(Cl)c2)o1
    -3	6
COc1cc2c3c(n(C)c(=O)c2cc1OC)-c1cc2c(cc1C3=O)OCO2
    -5	8
O=C(OC1CCCCC1=O)c1cccc(S(=O)(=O)NCc2ccccc2)c1 (stereo not drawn)
    4	-2
CCS/C(N)=N/N=C/c1cc(C)ccc1O
    4	-6
COC(=O)C(C)Sc1n[nH]c(=S)s1 (stereo not drawn)
    -5	3
O=S(=O)(NCCC1=CCCCC1)c1cccc2nsnc12
    14	7
N#CCc1ccc(C(=O)c2ccccc2)s1
    -9	-2
O=C(COC(=O)c1ccc(NS(=O)(=O)c2cccs2)cc1)Nc1nc2c(F)c(F)c(F)cc2s1
    -4	9
C/C(=N\Nc1nccnc1Cl)c1ccc([N+](=O)[O-])cc1
    -3	-10

# Single records, from the list above.
# COc1ccc(Cc2nc3ccc(S(=O)(=O)N4CCOCC4)cc3[nH]2)cc1 as listed: miR-122 sensor: -4; PGC1a acetyl inh: -2
# Cc1ccc(Cn2nnc3c(=O)[nH]c(C4CCN(S(=O)(=O)c5ccc(F)cc5)CC4)nc32)cc1 as listed: miR-122 sensor: -7; PGC1a acetyl inh: 28

# Other results follow:
# Below each SMILES: miR-122 sensor	PGC1a acetyl inh
C[C@H]1CN([C@@H](C)CO)C(=O)CCCn2cc(nn2)CO[C@H]1CN(C)C(=O)C1CC1
    1[16.7 µM]	1
O=C(O)CN1C(=O)SC(Nc2ccc(C(=O)O)cc2)C1=O (stereo not drawn)
    -7	-9
O=C(O)c1ccccc1OCCOCCOc1ccccc1C(=O)O
    0	3
COc1cccc(C(=O)Nc2nc3ccccc3[nH]2)c1
    0	-2
Nn1c(SCC(=O)Nc2ccc(Oc3ccccc3)cc2)nnc1C1CC1
    -1	-15
COc1ccc(CN(C#N)c2nc(SC)nc(N(C)C)n2)cc1
    0	-11
CCCS(=O)(=O)N1CCC(C(=O)NCCCN(CC)c2cccc(C)c2)CC1
    4	-1
CC1CCN(c2nc3nonc3nc2N2CCC(C)CC2)CC1
    0	-8
CC(NC(=O)c1csc2ccccc12)C1CCCO1 (stereo not drawn)
    -2	-11

# Structural class: the compounds so far containing a COOH group.
# Below each SMILES: miR-122 sensor	PGC1a acetyl inh
N#Cc1c(SCC(=O)O)nc(-c2ccccc2)c2c1CCCC2
    1	7
CCOc1ccc(NC(=O)C2CC(C)=C(C)CC2C(=O)O)cc1 (stereo not drawn)
    -5	-8
COc1ccc2oc(=O)c(C(=O)O)cc2c1
    -1	5
Cc1sc(NC(=O)C2CCCCC2C(=O)O)c(C(N)=O)c1-c1ccc(C(C)(C)C)cc1 (stereo not drawn)
    1	3
COc1ccc(N(CC(=O)O)S(=O)(=O)c2cccnc2)cc1
    -1	2
Cc1ccc(N2CCCCn3c2nc2c3c(=O)n(CC(=O)O)c(=O)n2C)cc1
    -2	8
O=C(O)CN1C(=O)SC(Nc2ccc(C(=O)O)cc2)C1=O (stereo not drawn)
    -7	-9
O=C(O)c1ccccc1OCCOCCOc1ccccc1C(=O)O
    0	3

# Screening results deposited in PubChem by Broad Institute.

# The list is partial (hit frequency here may not be typical).
